Bioassay records (PubChem BioAssay)
Growth percent in the NCI-60 one-dose screen (48 h, 10 µM unless noted): 100 = growth as untreated, 0 = no growth, -100 = all killed.
UACC-257 = UACC-257 melanoma. hit rate 4.4% among 78,000
HS 578T = HS 578T breast cancer; hit rate 4.1% among 78,000; AID 1794788
UACC-62 = UACC-62 melanoma; hit rate 5.4% among 81,000
SK-MEL-2 = SK-MEL-2 melanoma. hit rate 4.7% among 77,000. AID 1794763
MALME-3M = MALME-3M melanoma. hit rate 5.8% among 78,000. AID 1794766
LOX IMVI = LOX IMVI melanoma | AID 1794757 | hit rate 7.4% among 79,000
SK-MEL-5 = SK-MEL-5 melanoma; hit rate 6.4% among 80,000; AID 1794755
SK-MEL-28 = SK-MEL-28 melanoma; hit rate 4.1% among 81,000; AID 1794761
Numbers without * were called inactive; nt = no result given; [ ] = remark or other dose. Rule for the calls: active = growth percent below 10; inactive = the rest.

SMILES	UACC-257	HS 578T	UACC-62	SK-MEL-2	MALME-3M	LOX IMVI	SK-MEL-5	SK-MEL-28
NC(=O)c1ccccc1OCC(O)CO (configuration not stated)	98	117	98	103	115	104	101	105
NS(=O)(=O)c1ccc(Cn2c(SCC(=O)N/N=C/c3ccc(F)cc3)nc3ccccc3c2=O)cc1	105	91	92	110	114	98	102	111
O=C(/C=C\c1cc(Br)ccc1O)/C=C/c1cc(Br)ccc1O	-17*	38	-68*	-63*	-5.4*	-96*	-87*	-67*
Cc1nc(N)nc(N(C)c2ccccc2)c1Br	106	97	86	119	100	101	100	101
O=C1c2cccc3cccc(c23)C(=O)N1N1C(=O)c2cccc3c(Br)ccc(c23)C1=O	93	101	93	117	88	100	101	103
CN1CCN(c2ccc(NC3=CC(=O)c4ncncc4C3=O)cc2)CC1	-82*	-20*	-90*	-54*	-98*	-64*	-94*	-75*
COc1c(B(O)O)cccc1-c1nc2ccc3n[nH]c(F)c3c2c2c1CCCC2	121	44	78	110	119	55	89	116
O=C(N/N=C/c1cccc([N+](=O)[O-])c1)c1ccc(Br)o1	nt	158	102	103	115	112	97	133
CCC[n+]1cccc(C(N)=O)c1	99	101	97	111	111	100	100	108
C[n+]1c2ccccc2c(Nc2ccc(NS(=O)(=O)CCCCN=C(N)N)cc2)c2ccc(N)cc21	nt	35	50	86	33	34	34	73
COc1cccc(/C=N/Nc2nnc(N/N=C/c3cccc(OC)c3OC)c3ccccc23)c1OC	109	100	96	97	132	94	92	109
O=S(=O)(Oc1ccc(-c2cn3ccsc3n2)cc1)c1ccccc1	101	106	86	104	95	99	98	101
CC1CNCCN1 (configuration not stated)	nt	93	106	111	108	101	98	100
COC(=O)C(CO)NC(c1ccccc1)(c1ccccc1)c1ccccc1 (configuration not stated)	84	88	89	99	89	101	92	106
CCCCCCCCCCCCCCCCCCOCC(COCCOCC[N+]1(CCCCCC(=O)[O-])CCCC1)Oc1ncccn1 (configuration not stated)	46	66	54	70	83	40	45	nt
Cc1ccc2c(c1)sc1nc3nc4sc5cc(Cl)c(Cl)cc5n4c(=N)c3c(=N)n12	119	143	90	76	114	105	85	167
COc1ccc(C2=CC(c3ccc(C)cc3Br)N3C(C)=CSC3=N2)cc1 (configuration not stated)	93	103	105	98	99	101	99	98
O=C(NNC(=O)c1cccc(F)c1)c1ccccc1	99	112	112	106	113	93	108	113
CS(=O)(=O)c1ncc(-c2ccccc2)cn1	90	111	89	98	104	85	93	98
CCCCOc1nc2ccc(OC)cc2cc1C1CNC(=O)c2ccccc2N1 (configuration not stated)	nt	105	76	89	123	104	87	102
COc1cc(C(=O)Nc2cc(O)c(C/C=C(\C)CCC=C(C)C)c(O)c2)cc2c1O[C@]1(C)CC[C@@H](O)C(C)(C)[C@H]1C2	24	-1.8*	0.6*	5.7*	-5.8*	-34*	-40*	26
COC(=O)c1c2c(c[n+]([O-])c1C)C(=O)C=C(NCc1ccccc1)C2=O	-92*	-15*	-81*	-71*	-100*	-75*	-100*	-71*
CCCCOc1nc2ccc(Cl)cc2cc1/C=C/C(=O)/C=C1/CC(c2cc3cc(Cl)ccc3nc2OCCCC)Nc2ccccc2N1 (configuration not stated)	100	91	89	102	79	94	nt	105
CCCCOC(=O)Cc1ccc(OC)c(OC)c1	88	104	93	100	103	98	99	106
O[Si](c1ccccc1)(c1ccccc1)c1ccccc1	86	nt	78	128	110	90	99	115
COc1ccc(-c2csc(C3=C(O)CN(CCCN4CCCC4=O)C3=N)n2)cc1OC	97	93	103	99	129	93	89	124
CC(C)(C)c1ccc(S(=O)(=O)Oc2ccc3c4c(c(=O)oc3c2)CCCCC4)cc1	49	40	30	45	44	43	-3.2*	39
CC1=C(C(=O)c2ccccc2)C(c2cccc3ccccc23)n2c(nc3ccccc32)N1 (configuration not stated)	84	nt	38	106	57	nt	62	84
CC/C=C\C[C@H]1CC=C2C(=O)C=C[C@@H]2CC=CCCCC(=O)O[C@@H](CCCCC)CC=C2C(=O)C=C[C@@H]2CC=CCCCC(=O)O[C@@H](CCCCC)CC=C2C(=O)C=C[C@@H]2CC=CCCCC(=O)O[C@@H](CCCCC)CC=C2C(=O)C=C[C@@H]2CC=CCCCC(=O)O1	54[7.9 µM]	42[7.9 µM]	nt	-5.9*[7.9 µM]	26[7.9 µM]	-76*[7.9 µM]	18[7.9 µM]	12[7.9 µM]
CC1=CC2N=NN(Cc3cccc(NC(=O)CCC(=O)O)c3)C2C=C1C (configuration not stated)	97	98	97	110	110	97	104	105
COC(=O)[C@@]12OC[C@]34[C@H]([C@@H](O)[C@@H]1O)[C@@]1(C)[C@H](O)C(=O)C=C(C)[C@@H]1C[C@H]3OC(=O)C(OC(C)=O)[C@@H]24 (some centres not stated)	-54*	-33*	-89*	-50*	-70*	-84*	-77*	-52*
CCCCCC(CCC)COC(=O)c1ccc(OC)cc1 (configuration not stated)	91	106	104	96	97	95	104	110
Clc1nc(NC2CCCCC2)c2cn[nH]c2n1	119	99	102	108	155	87	99	116
c1cncc(-c2nc3ccccc3s2)c1	20	101	91	123	124	99	98	117
NC(=Nc1ccccc1)SCCCCCSC(N)=Nc1ccccc1	74	80	71	77	nt	83	60	94
COc1cc(CC#N)c([N+](=O)[O-])cc1OC	103	117	100	109	111	102	nt	107
O=C(CCSCCC(=O)N/N=C/c1ccc(F)cc1)N/N=C\c1ccc(F)cc1	104	106	87	93	92	106	96	112
CCCCCCCN(CCCCCCC)C(=N)c1ccc(OC)c2ccccc12	nt	-61*	-77*	-83*	-72*	-99*	-93*	-83*
COc1ccc(NC(=O)Cn2c(/C=C/c3ccc(N(C)C)cc3)nc3ccccc3c2=O)cc1	68	66	41	76	7.3*	14	31	46
COc1cc2c(OC)c(-c3c(C)cc4c(-c5nc6ccccn6c5NC(C)(C)C)c(OC)c(OC)cc4c3OC)c(C)cc2c(-c2nc3ccccn3c2NC(C)(C)C)c1OC	nt	65	39	56	44	50	13	53
NC(=O)n1cccc1	72	92	97	99	110	104	105	113
O=C1C(=O)N(c2nc3ccc(F)cc3s2)C(c2cccnc2)/C1=C(/O)c1ccc2c(c1)OCCO2 (configuration not stated)	96	93	97	102	96	97	100	102
O=c1ccc2ccccc2c2ccccc12	88	102	85	82	82	67	100	93
COc1cc2cc(C)c(Br)c(OC)c2cc1OC	90	95	80	97	104	88	94	109
Cc1ccc(-c2nc(C(Cl)Cl)nc3cc(-c4ccccc4)nn23)cc1	29	1.9*	56	89	3.1*	44	67	1.4*
Cc1nc2c(C)c(C(=O)Nc3ccccc3)sc2c(=O)[nH]1	123	96	89	102	120	96	99	110
CCOc1ccc(N2C(=O)N(c3ccc(OC)cc3)C(=N)C2=S)cc1	83	102	91	93	94	88	96	104
Cc1ccc(S(=O)(=O)/N=C2\NC(=O)/C(=C\c3ccccc3)S2)cc1	104	128	96	118	112	99	100	114
Cc1[nH]c2ccccc2c1C1Cc2ccccc2N1 (configuration not stated)	93	97	92	96	101	92	99	109
CC(C)C[C@H](NC(=O)CSc1nnc(-c2ccc(NC(=O)c3cccnc3)cc2)o1)C(=O)O	99	102	95	100	105	99	100	106
Cc1cc(C2(c3cc(C)c(OCC(O)CNc4c(C)n(C)n(-c5ccccc5)c4=O)cc3C(C)C)OC(=O)c3ccccc32)c(C(C)C)cc1OCC(O)CNc1c(C)n(C)n(-c2ccccc2)c1=O (configuration not stated)	28	22	24	-5.4*	26	18	-25*	34
ClCc1ccccc1CSc1ncnc2nc[nH]c12	95	nt	99	88	95	98	110	106
CC(=O)Nc1cccc(C(F)(F)F)c1[N+](=O)[O-]	102	94	100	121	107	103	101	93
CCOc1ccc(C2=NNC(=O)CC2)cc1	95	69	43	99	114	108	63	103
CCc1c(C(=O)Nc2cc(S(=O)(=O)N(CC)CC)ccc2O)[nH]c(C)c1C(N)=O	nt	111	nt	95	108	99	99	nt
CNC(=O)c1cc(Oc2ccc3nc(NC(=O)c4cccc(C(F)(F)F)c4)sc3c2)ccn1	104	102	85	nt	97	99	101	90
Cc1cccc(NC(=O)c2ccccc2Cl)c1	113	93	98	116	98	106	90	95
CCOc1ccc(OCC)c(NC(=O)CC(C)=O)c1	97	105	89	105	122	99	101	105
NC1(C(=O)O)CCCCC1c1ccccc1 (configuration not stated)	99	109	102	109	nt	nt	108	111
COc1ccc(/C=C/C(=O)c2c(N)n(C)c(=O)n(C)c2=O)cc1	nt	125	103	96	126	101	101	112

Part of the list above, with two lines to a compound:
Below each compound: UACC-257 | HS 578T | UACC-62 | SK-MEL-2 | MALME-3M | LOX IMVI | SK-MEL-5 | SK-MEL-28
> O=C(CCSCCC(=O)N/N=C/c1ccc(F)cc1)N/N=C\c1ccc(F)cc1
→ 104 | 106 | 87 | 93 | 92 | 106 | 96 | 112
> CCCCCCCN(CCCCCCC)C(=N)c1ccc(OC)c2ccccc12
→ nt | -61* | -77* | -83* | -72* | -99* | -93* | -83*
> COc1ccc(NC(=O)Cn2c(/C=C/c3ccc(N(C)C)cc3)nc3ccccc3c2=O)cc1
→ 68 | 66 | 41 | 76 | 7.3* | 14 | 31 | 46
> COc1cc2c(OC)c(-c3c(C)cc4c(-c5nc6ccccn6c5NC(C)(C)C)c(OC)c(OC)cc4c3OC)c(C)cc2c(-c2nc3ccccn3c2NC(C)(C)C)c1OC
→ nt | 65 | 39 | 56 | 44 | 50 | 13 | 53
> NC(=O)n1cccc1
→ 72 | 92 | 97 | 99 | 110 | 104 | 105 | 113
> O=C1C(=O)N(c2nc3ccc(F)cc3s2)C(c2cccnc2)/C1=C(/O)c1ccc2c(c1)OCCO2 (configuration not stated)
→ 96 | 93 | 97 | 102 | 96 | 97 | 100 | 102
> O=c1ccc2ccccc2c2ccccc12
→ 88 | 102 | 85 | 82 | 82 | 67 | 100 | 93
> COc1cc2cc(C)c(Br)c(OC)c2cc1OC
→ 90 | 95 | 80 | 97 | 104 | 88 | 94 | 109
> Cc1ccc(-c2nc(C(Cl)Cl)nc3cc(-c4ccccc4)nn23)cc1
→ 29 | 1.9* | 56 | 89 | 3.1* | 44 | 67 | 1.4*
> Cc1nc2c(C)c(C(=O)Nc3ccccc3)sc2c(=O)[nH]1
→ 123 | 96 | 89 | 102 | 120 | 96 | 99 | 110
> CCOc1ccc(N2C(=O)N(c3ccc(OC)cc3)C(=N)C2=S)cc1
→ 83 | 102 | 91 | 93 | 94 | 88 | 96 | 104
> Cc1ccc(S(=O)(=O)/N=C2\NC(=O)/C(=C\c3ccccc3)S2)cc1
→ 104 | 128 | 96 | 118 | 112 | 99 | 100 | 114
> Cc1[nH]c2ccccc2c1C1Cc2ccccc2N1 (configuration not stated)
→ 93 | 97 | 92 | 96 | 101 | 92 | 99 | 109
> CC(C)C[C@H](NC(=O)CSc1nnc(-c2ccc(NC(=O)c3cccnc3)cc2)o1)C(=O)O
→ 99 | 102 | 95 | 100 | 105 | 99 | 100 | 106
> Cc1cc(C2(c3cc(C)c(OCC(O)CNc4c(C)n(C)n(-c5ccccc5)c4=O)cc3C(C)C)OC(=O)c3ccccc32)c(C(C)C)cc1OCC(O)CNc1c(C)n(C)n(-c2ccccc2)c1=O (configuration not stated)
→ 28 | 22 | 24 | -5.4* | 26 | 18 | -25* | 34
> ClCc1ccccc1CSc1ncnc2nc[nH]c12
→ 95 | nt | 99 | 88 | 95 | 98 | 110 | 106
> CC(=O)Nc1cccc(C(F)(F)F)c1[N+](=O)[O-]
→ 102 | 94 | 100 | 121 | 107 | 103 | 101 | 93
> CCOc1ccc(C2=NNC(=O)CC2)cc1
→ 95 | 69 | 43 | 99 | 114 | 108 | 63 | 103
> CCc1c(C(=O)Nc2cc(S(=O)(=O)N(CC)CC)ccc2O)[nH]c(C)c1C(N)=O
→ nt | 111 | nt | 95 | 108 | 99 | 99 | nt
> CNC(=O)c1cc(Oc2ccc3nc(NC(=O)c4cccc(C(F)(F)F)c4)sc3c2)ccn1
→ 104 | 102 | 85 | nt | 97 | 99 | 101 | 90
> Cc1cccc(NC(=O)c2ccccc2Cl)c1
→ 113 | 93 | 98 | 116 | 98 | 106 | 90 | 95
> CCOc1ccc(OCC)c(NC(=O)CC(C)=O)c1
→ 97 | 105 | 89 | 105 | 122 | 99 | 101 | 105

The results go on:
SMILES	UACC-257	HS 578T	UACC-62	SK-MEL-2	MALME-3M	LOX IMVI	SK-MEL-5	SK-MEL-28
C=CCSc1nc(N)nc2nc[nH]c12	99	115	86	103	101	93	94	116
CCCCn1c(-c2ccc(-c3nc(-c4ccc(OC)cc4)no3)cc2)nc(-c2ccccc2)c1-c1ccccc1	87	97	75	105	99	85	89	99
COc1cc(C2=NNC(=O)Cc3cc4c(cc32)OCCO4)ccc1N	99	105	104	117	100	102	100	112
CC/C(N)=C\C(=O)c1ccccc1	105	111	106	110	103	98	100	118
COc1ccc(-c2csc(N/N=C/c3c(-c4ccc(S(C)(=O)=O)cc4)nc4ccccn34)n2)cc1	112	118	102	114	118	126	97	107
CCCCCCCCCCCCCCCCNC(=O)OC(C)C	96	78	82	59	81	-2.2*	91	96
CC/C(=C(/c1ccc(Cl)cc1)c1ccc(OCCN(CC)CC)cc1)c1ccc(Cl)cc1	75	83	94	87	84	82	85	91
CCCc1cc(=O)n2c(C(=O)Nc3c(F)cccc3F)c(C(=O)Nc3ccc(C(=O)OC)cc3)sc2n1	110	111	90	107	77	104	107	124
C=CCN1C(=O)c2cccc3c(-c4ccc5c(c4)ncn5C4CCCCC4)ccc(c23)C1=O	45	nt	44	nt	56	50	-28*	77
CSc1nc(N)cc(C(N)=O)n1	96	107	93	111	95	97	97	97
CCc1cc2n(n1)-c1ncc(C(F)(F)F)cc1Oc1ccccc1-2	107	88	83	108	125	95	94	107

Part of the list above with just HS 578T, MALME-3M and SK-MEL-2.
Structure | HS 578T | MALME-3M | SK-MEL-2
COc1ccc(-c2csc(N/N=C/c3c(-c4ccc(S(C)(=O)=O)cc4)nc4ccccn34)n2)cc1 | 118 | 118 | 114
CCCCCCCCCCCCCCCCNC(=O)OC(C)C | 78 | 81 | 59
